ST2 inh = blocks human ST2 binding to IL-33; AlphaLISA ST2-Fc/biotin-IL-33 interaction, 1 h; inhibition, % for hits at 17 µM; 2.3% of 78,000 active; Q01638; in the data active means inhibition above about 30%; inconclusive means mostly about 10% to 28%
Target sequence (Q01638 whole entry, looked up): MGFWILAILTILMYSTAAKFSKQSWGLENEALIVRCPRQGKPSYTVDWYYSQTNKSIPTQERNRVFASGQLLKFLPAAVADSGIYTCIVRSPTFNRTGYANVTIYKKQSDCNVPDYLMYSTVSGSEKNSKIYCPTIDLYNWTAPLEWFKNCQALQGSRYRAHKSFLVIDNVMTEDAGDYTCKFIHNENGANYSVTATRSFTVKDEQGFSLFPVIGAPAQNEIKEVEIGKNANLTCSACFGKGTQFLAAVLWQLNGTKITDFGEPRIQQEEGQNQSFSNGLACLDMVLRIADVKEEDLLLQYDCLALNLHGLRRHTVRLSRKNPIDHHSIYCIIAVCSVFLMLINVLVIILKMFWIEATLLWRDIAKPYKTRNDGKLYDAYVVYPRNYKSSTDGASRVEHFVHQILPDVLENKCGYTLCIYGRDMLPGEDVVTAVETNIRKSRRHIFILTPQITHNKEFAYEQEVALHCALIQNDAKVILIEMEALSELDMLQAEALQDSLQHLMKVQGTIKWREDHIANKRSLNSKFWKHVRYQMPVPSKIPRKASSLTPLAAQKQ
* hit, by the source's call; i = inactive; ? = inconclusive. Not all compounds are listed; count on the stated rates, not on these rows.

SMILES	ST2 inh
Cn1ncc(Oc2ccc([N+](=O)[O-])cc2)c(Cl)c1=O	i
COC(=O)c1ccc2c(c1)C1C=CCC1C(c1ccc(Br)cc1)N2 (stereo unspecified)	?
COc1ccc(S(=O)(=O)N2CCSC2c2ccccc2Cl)cc1 (stereo unspecified)	i
COc1ccc(NC(=O)c2cnc3n(c2=O)CCS3)cc1	i
COc1ccc(-c2nc(-c3cccc([N+](=O)[O-])c3)no2)cc1OC	i
Cc1cccc(NC(=O)NC(N)=O)c1	i
CN(Cc1ccccc1)C1=CC(=O)N(c2ccc(Cl)cc2)C1=O	?
COc1cc(-c2[nH]nc3c2C(c2ccccc2Cl)C(C#N)=C(N)O3)cc(OC)c1OC (stereo unspecified)	i
CCOc1ccccc1C(=O)Nc1cc(=O)n(C)c(=O)n1C	i
COc1cc(C(=O)Nc2ccccc2NC(C)=O)cc(OC)c1OC	i
CCCCNC(=O)c1cc2c(n(-c3ccc(OC)cc3)c1=O)CC(C)(C)CC2=O	i
CN(C)CC1(O)CCCN(C(=O)c2ccc(-c3cccc(F)c3)cc2)CC1 (stereo unspecified)	i
Cc1ccc(C(c2sc3nc(C)nn3c2O)N2CCC3(CC2)OCCO3)cc1 (stereo unspecified)	i
Cc1nc2c(C(=O)NC3CCCC(C)C3C)cnn2c(C)c1Cc1ccccc1 (stereo unspecified)	i
COc1ccc2cc(C3CN(C(=O)c4cccc(C)c4O)CCO3)ccc2c1 (stereo unspecified)	i
CC1SC2(CCCCC2)N(c2ccc(Oc3ccccc3)cc2)C1=O (stereo unspecified)	i
C=CCOc1ccc(C=Nc2ccc(OC)cc2)c(OCC=C)c1	?
O=C1NC(=O)C2(COC(c3ccncc3)OC2)S1 (stereo unspecified)	i
CC(C)CC1(CO)CCCN(C(=O)c2cccc3cnccc23)C1 (stereo unspecified)	i
CN1CCCC2(CC1)CCN(C(=O)c1ccc(S(N)(=O)=O)cc1)CC2	i

Random excerpt: seven entries already listed
SMILES	ST2 inh
CN(C)CC1(O)CCCN(C(=O)c2ccc(-c3cccc(F)c3)cc2)CC1 (stereo unspecified)	i
CN(Cc1ccccc1)C1=CC(=O)N(c2ccc(Cl)cc2)C1=O	?
CC1SC2(CCCCC2)N(c2ccc(Oc3ccccc3)cc2)C1=O (stereo unspecified)	i
Cc1nc2c(C(=O)NC3CCCC(C)C3C)cnn2c(C)c1Cc1ccccc1 (stereo unspecified)	i
COC(=O)c1ccc2c(c1)C1C=CCC1C(c1ccc(Br)cc1)N2 (stereo unspecified)	?
CCOc1ccccc1C(=O)Nc1cc(=O)n(C)c(=O)n1C	i
COc1cc(-c2[nH]nc3c2C(c2ccccc2Cl)C(C#N)=C(N)O3)cc(OC)c1OC (stereo unspecified)	i

The results go on:
SMILES	ST2 inh
CCc1oc2cc(OC(C)C)ccc2c(=O)c1-c1ccc2c(c1)OCCO2	i
O=C(O)c1ccc(S(=O)(=O)c2ccccc2)cc1	i
CS(=O)(=O)CS(=O)(=O)C1=C(N2CCOCC2)C2CCN1CC2	i
O=C(O)CSc1ccc(Cl)c(Cl)c1Cl	i
CCOC(=O)N1CCN(C2CCCN(C(=O)c3ccc(CSC)o3)C2)CC1 (stereo unspecified)	i
O=C(NC1CC1)c1cc(N2CCN(C/C=C/c3ccccc3)CC2)ccn1	i
Cc1ccc2oc(-c3nccn3CCCN3CCCC3=O)c(C)c2c1	i
CC12CC(c3cc(Br)ccc3O1)C(C(=O)c1ccccc1)C(=O)N2 (stereo unspecified)	?
CN(C)c1oc(COc2ccc(Cl)cc2Cl)nc1S(=O)(=O)c1ccccc1	36.0%*
CC(C)(C)C(=O)Nc1ncnc2sc3c(c12)CCCC3	i
CCC(NS(=O)(=O)c1ccc(Cl)cc1)C(=O)O (stereo unspecified)	i
OCc1cc(-c2ccc(N3CCCC3)nn2)ccc1F	i
CCCC(=O)Nc1cc2c(cc1OC)NC(=O)CC2c1cncn1CC (stereo unspecified)	i
COCC1(C(=O)NC2CC(=O)N(CCc3ccc(F)cc3)C2)CCC1 (stereo unspecified)	i
O=C(O)Cc1ccc(NC(=O)CSc2ccccc2)cc1	?
O=C1c2ccccc2NC(c2cccc(F)c2)N1c1ccc(F)cc1 (stereo unspecified)	i
O=C(CSc1nc2ccccc2s1)Nc1ccccc1	i
O=C(c1cnc(Nc2ccc(F)cc2)c2ccccc12)N1CCCC1	i
CCCc1cnc(-c2ccc(OC)nc2)nc1	?
CSc1nc(-c2cccs2)nc2c1c(=O)n(C)c(=O)n2C	i

Of the compounds above, 2 have a thiophene ring, fused or not.
SMILES	ST2 inh
CC(C)(C)C(=O)Nc1ncnc2sc3c(c12)CCCC3	i
CSc1nc(-c2cccs2)nc2c1c(=O)n(C)c(=O)n2C	i

Returning to the listing, starting 2 compounds before the break.
SMILES	ST2 inh
CCCc1cnc(-c2ccc(OC)nc2)nc1	?
CSc1nc(-c2cccs2)nc2c1c(=O)n(C)c(=O)n2C	i
O=c1ccc2ccc(O)c(O)c2o1	i
COc1cc(C2CC(=O)n3nc(-c4ccc(C)cc4)nc3S2)cc(OC)c1OC (stereo unspecified)	i
COc1ccc(NC(=O)C2(N3C(=O)CC3c3ccc(OC(C)C)cc3)CCCCC2)cc1 (stereo unspecified)	?
CC(=O)Nc1ccc(N2C(=O)CC(N3CCCCCC3)C2=O)cc1 (stereo unspecified)	i
CCOC(=O)c1c(NC(C)=O)sc2c(OC)cccc12	i
CSc1nsc(SC)c1NC(=O)Nc1cccc([N+](=O)[O-])c1	i
CN(Cc1n[nH]c2c1CCCCC2)C(=O)c1cc(COc2ccccc2)[nH]n1	i
Cc1ccc(NC(=O)c2ccccc2I)cc1[N+](=O)[O-]	?
NCC(O)CNCCc1ccccc1 (stereo unspecified)	i
Cc1sc2nc3c(C(=O)NC4CCCCCCC4)cccn3c(=O)c2c1C	?
C/C=C/c1ccc(OCCOc2ccccc2C(C)=O)c(OC)c1	?
CCN(Cc1nc(C)no1)C(=O)CCc1cc(C)cc(C)c1	i
Cc1ccccc1CN1C2=NC(=O)CN2c2ccccc21	i
Cc1cc(C)n(CC(C)NC(=O)c2oc3c(F)cccc3c2C)n1 (stereo unspecified)	?
Oc1ccc(Br)cc1-c1nc2ccccn2c1NC1CCCC1	i
CC1=NOC(C)(CNC(=O)c2cc(C)nc3ccc(C)cc23)C1 (stereo unspecified)	i
CC(C)CCCC(C)(O)c1ccc(C(=O)O)cc1O (stereo unspecified)	i
CCOC(=O)c1c(NC(=O)c2ccc(N3C(=O)CCC3=O)cc2)sc2c1CCN(C(C)C)C2	?
OCC(CO)n1ccnc1-c1ccc2nsnc2c1	i
COc1ccc(N(CC(=O)Nc2ccc(Br)cc2)S(C)(=O)=O)cc1Cl	i
Cc1ccc(CN2C(=O)CSc3ccc(C(=O)NC4CC4)cc32)cc1	i
O=c1oc(-c2ccccc2Cl)nc2sc3c(c12)CCC3	45.0%*
CCc1ccc(NC(=O)Cn2c(=O)n(-c3ccc(F)cc3F)c(=O)c3sccc32)cc1	i
Cc1ccc(C2C(=O)N(C3CCCC3)CC(=O)N2C2CC2)cc1 (stereo unspecified)	i
O=C(CSc1nc2ccccc2o1)c1ccc(Cl)cc1	i
COc1cc(CN2CCN(C/C=C/c3ccccc3)CC2)cc(OC)c1OC	?
CC1=NN(c2ccc(Cl)c(C(=O)O)c2)C(=O)/C1=C\c1ccc(-c2cccc([N+](=O)[O-])c2)o1	i
O=c1c2c3c(sc2ncn1CCc1nc2c(s1)CCC2)CNCC3	?
Cc1ccc2[nH]c(C(=O)O)c(CN3CCN(c4nc(C)cnc4C)CC3)c2c1	i
C=CCn1cc(C(=O)NCCCC)c(=O)c2cc(S(=O)(=O)N3CCC(C)CC3)ccc21	i
CSC1=C(C#N)C(c2ccco2)CC(=O)N1 (stereo unspecified)	i
CCC1=NN(C(=O)COc2ccc(Cl)c(C)c2)C(O)(C(F)(F)F)C1 (stereo unspecified)	i
Cc1cc(C(=O)N2CCCC3(CCN(C)C3)C2)n[nH]1 (stereo unspecified)	i
CCCN(CCC)S(=O)(=O)c1ccc2c(c1)CCN2C(=O)C1CC1	i
Cc1ccc(-c2cc(-c3ccccc3Cl)[nH]n2)c(O)c1	i
CC(C)Cn1cc(C(=O)NCCN2CCOCC2)c2c3ccccc3n(C)c2c1=O	i
COCCOc1cc(C)c2c(c1C)C[C@H]([C@H](C)C(=O)NC(C)(C)C)CC2	i
CCCCc1ccc(NC(=O)Cc2nn(C)c(=O)c3ccccc23)cc1	i
Cc1ccsc1CN(CC(C)C)C(=O)CC1CNCCO1 (stereo unspecified)	i
Cc1ccc(Oc2nc3c(c(=O)n(Cc4ccccc4F)c(=O)n3C)n2C)cc1	?

Part of the list above, bar-delimited:
SMILES | ST2 inh
COc1ccc(-c2nc(-c3cccc([N+](=O)[O-])c3)no2)cc1OC | i
CC(C)(C)C(=O)Nc1ncnc2sc3c(c12)CCCC3 | i
CSc1nc(-c2cccs2)nc2c1c(=O)n(C)c(=O)n2C | i
CS(=O)(=O)CS(=O)(=O)C1=C(N2CCOCC2)C2CCN1CC2 | i

(list continues)
SMILES	ST2 inh
CCCN1CC(NC2CCN(C(=O)c3ccccc3)CC2)CC1=O (stereo unspecified)	i
c1ccc(Nc2c(-c3ccc(N4CCOCC4)cc3)nc3ccccn23)cc1	?
CC(c1cccnc1)N(C)Cc1ccc(-c2ccccn2)cc1 (stereo unspecified)	?
CC(Cc1c[nH]c2ccccc12)N1C(=O)CCC1=O (stereo unspecified)	i
COCCOc1cc(-c2noc([C@@H]3CCCN3C3CCOCC3)n2)ccn1	i
C#CCN1C(C)=C(C(=O)OC)C(c2cccc([N+](=O)[O-])c2)C(C(=O)OCC)=C1C (stereo unspecified)	?
COc1ccc(OC)c(-c2cc(Cl)c3c(c2)CC(CNC(=O)c2cncs2)O3)c1 (stereo unspecified)	?
CCCn1nc(C)c(CNS(=O)(=O)NCc2ccccc2)c1C	i
Cc1nc2c3c(-c4ccccc4)nc(N4CCOCC4)nc3nn2c(C)c1CCC(=O)O	i
COc1ccc(CCNC(=O)C2(C)CCC(=O)N2Cc2ccc(F)cc2)cc1OC (stereo unspecified)	i
CCCn1cnnc1CNC(=O)c1cn(Cc2ccccc2Cl)nn1	i
Clc1ccc(-n2ncnc2-c2ccc(Br)cc2)cc1	?
CN(Cc1ccccc1)C(=O)CN1CCN(Cc2ccc(Cl)cc2)C1=O	i
c1ccc2c(c1)CCN(C1CCN(Cc3cc4n(n3)CCNC4)CC1)C2	?
CCc1ccc(-c2nc(CN3CCCC(C(=O)NCC4CCCO4)C3)c(C)o2)cc1 (stereo unspecified)	?
COc1nc(Oc2ccc(/C=N\O)cc2)nc(N(C)C)n1	i
Cc1ccc(CCC(=O)Nc2ccc(C(F)(F)F)cc2)o1	?
O=C(Nc1ccc(Oc2ccccc2)cc1)N[C@H]1CO[C@H]2[C@@H]1OC[C@@H]2Nc1nccc(-c2cccs2)n1	?
CCCCN(C)S(=O)(=O)c1ccc2c(c1)CCN2C(=O)C1CC1	i
NC(=O)c1cccc2[nH]c([C@H]3CCN(C4CCC4)C3)nc12	i
COc1ccc(OC)c(C2CC(=O)N3CN(c4ccccc4)CSC3=C2C#N)c1 (stereo unspecified)	i
O=C(c1ccc2nc3ccccc3c(=O)n2c1)N1CCN(c2ccc(F)cc2)CC1	?
CCC(CC)C(=O)Nc1ccc2c(c1)OCO2	i
COc1ccc(NC(=O)c2oc3ccccc3c2NC(=O)C2CCCC2)c(OC)c1	i
COc1ccc(C(=O)N=c2sc3ccccc3n2C)cc1OC	?
Cn1c(Cc2ccccc2)nnc1Sc1ccc(C(=O)O)cc1[N+](=O)[O-]	i
CN1[C@@H](CCC(=O)NCc2ccc(F)cc2)CNC(=O)[C@@H]2[C@H]1CCN2C1CCCCC1	i
COc1ccc(CNC2(Cc3cc(CN(C)Cc4ccccc4)on3)COC2)cc1	i
N#C/C(=C\c1ccc(O)c(O)c1)C(=O)NCc1ccccc1	i
CCCCC1CN(CCNC(=O)c2cccc(N3CCNC3=O)c2)Cc2ccccc2O1 (stereo unspecified)	i
COc1ccc(C2CC(=O)N(C)c3ccccc3S2)cc1 (stereo unspecified)	i
CCC(C(=O)NCc1csc(C)n1)N1Cc2ccccc2C1=O (stereo unspecified)	?
O=C(c1ccccc1)N1CCN=C1SCc1cccc(Cl)c1	i
Cc1ccc(NCN2C(=O)C3CCC(C)CC3C2=O)cc1 (stereo unspecified)	i
O=[N+]([O-])c1ccccc1CN1CCSCC1	i
Cc1ccc(S(=O)(=O)N=C2C=C(Nc3cccc(C(=O)O)c3)C(=O)c3ccccc32)cc1	53.0%*
O=C(NCCCc1ccccc1)C1CCN(c2ccc(-c3cccs3)nn2)CC1	i
O=C(c1cccc(Br)c1)N1CCN(c2ccccc2[N+](=O)[O-])CC1	?
CCN(C(=O)CS(=O)(=O)c1cccc2nsnc12)c1ccc(C)c(C)c1	i
CCCCOC(=O)N1CCCC(c2nn(C)c(=O)n2CC)C1 (stereo unspecified)	i
CCOc1ccc(S(=O)(=O)NCCOC23CC4CC(CC(C4)C2)C3)cc1	i
COc1ccc(-c2cc(C(=O)O)c3c(ccc4ccccc43)n2)c(F)c1	i
Cc1csc(C(C)NC(=O)c2cn(C3CCCCC3)nn2)n1 (stereo unspecified)	i
OCc1ccc(CN2CCC(n3cc(C4CCCCC4)nn3)CC2)o1	i
Cc1cccn2c(=O)c3cc(C(=O)Nc4ccccc4F)n(C)c3nc12	i
COc1cccc(Cl)c1-c1cc(NC2CC2)nc(N)n1	?
CCOc1ccc(CCCC(=O)N2CCCC2c2nonc2C)cc1C (stereo unspecified)	i
O=C(NC[C@H]1O[C@@H](CO)[C@@H](O)[C@H]1N1CCN(c2ccc(F)cc2)CC1)c1ccc(F)c(Cl)c1	34.0%*
Fc1ccc(CN2CCSCC2)cc1F	i
CC1CCCCN1S(=O)(=O)c1ccc2[nH]c(=O)cc(C(=O)NCCN3CCCCCC3)c2c1 (stereo unspecified)	i
O=C1CC(c2n[nH]c(Cc3ccccc3)n2)CN1Cc1cccnc1 (stereo unspecified)	i
